GPR7 antag: GPR7 receptor antagonists, primary screen, cell-based, fluorescence, single concentration; Neuropeptides B/W receptor type 1 (Homo sapiens), P48145; GPR7-expressing cells, fluorescence antagonist assay; inhibition, % at 4.4 µM; 290,000 tested, 1.1% active; AID 1861, 2009; in the data active = inhibition above about 16%, passing the limit was not always enough;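 note: cells stimulated with the agonist NPW; 0% = agonist with vehicle and 100% = vehicle without agonist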
Target sequence (P48145 whole entry, looked up): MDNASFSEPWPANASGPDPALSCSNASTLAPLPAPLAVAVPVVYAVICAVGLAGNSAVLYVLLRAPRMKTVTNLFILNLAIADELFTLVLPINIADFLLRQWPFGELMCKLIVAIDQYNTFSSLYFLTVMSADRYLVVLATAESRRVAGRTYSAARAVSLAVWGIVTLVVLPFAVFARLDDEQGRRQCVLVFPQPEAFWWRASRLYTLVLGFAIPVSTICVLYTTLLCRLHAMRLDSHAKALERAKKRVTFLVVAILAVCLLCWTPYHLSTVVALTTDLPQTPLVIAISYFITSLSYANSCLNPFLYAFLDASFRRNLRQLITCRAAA
OXTR agonist: human OXTR agonists, primary screen, fluorescence, CHO-OTR cells, Fluo-8 calcium; AID 2435, 2010; Oxytocin receptor (Homo sapiens), P30559; activation, % at 3 µM; Fluo-8 calcium fluorescence; normalized: DMSO 0%, oxytocin 100%; 320,000 tested, 0.32% active;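 active = activation above the mean of all tested compounds plus 3 SD, cutoff set per screening run, cut at about 20% in these data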;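 note: peak over basal fluorescence ratio from a 100 s FLIPR kinetic read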
GalR3 antag: GalR3 antagonists in HEK293 cells, primary screen, cell-based, fluorescence readout | inhibition, % at 3 µM | 360,000 tested, 0.44% active | Galanin receptor type 3 (Homo sapiens), O60755 | HEK293 GalR3-CNG cAMP membrane potential fluorescence; galR3 body fused to GalR1 C-terminus | AID 651719, 2012;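 active = inhibition above the screen-wide average plus 3 SD, cut at about 13% in these data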;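 note: forskolin and galanin both at EC90 stimulate the cells; cAMP rise reported by CNG channel membrane potential dye signal; 0% = forskolin plus galanin with DMSO and 100% = forskolin alone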
Target sequence (O60755 1-299 limits assumed): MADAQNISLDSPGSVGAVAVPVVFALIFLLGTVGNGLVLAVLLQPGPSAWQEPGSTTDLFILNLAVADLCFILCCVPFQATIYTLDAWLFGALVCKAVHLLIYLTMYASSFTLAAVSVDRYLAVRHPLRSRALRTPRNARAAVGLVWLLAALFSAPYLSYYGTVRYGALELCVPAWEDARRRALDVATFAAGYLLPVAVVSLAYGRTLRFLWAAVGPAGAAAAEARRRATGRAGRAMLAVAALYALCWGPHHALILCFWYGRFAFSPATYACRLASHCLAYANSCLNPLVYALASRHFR
HCV NS3 hel inh: inhibitors of HCV NS3 helicase, primary screen, biochemical, Cy5 molecular beacon fluorescence | NS3 helicase DNA unwinding | 290,000 tested, 0.56% active | Hepatitis C virus NS3 helicase | inhibition, % at 10.9 µM | AID 1800, 2009;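 active = inhibition above the mean of all tested compounds plus 3 SD, set per campaign, cut at about 35% in these data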;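 note: 0% = DMSO wells and 100% = thioflavine S control wells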
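assay system = NS3 helicase fragment of HCV | buffer or medium = MOPS pH 6.5, MgCl2, DTT, Tween20, BSA | timing = 60 min unwinding reaction at 25 °C after ATP addition | signal = Cy5 beacon fluorescence read at start and 1 h | read-out basis = % inhibition of unwinding | control set = low DMSO, high thioflavine S at 110 µM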
IMP-1 inh: IMP-1 metallo-beta-lactamase inhibitors, primary screen, biochemical, epi-absorbance readout, Pseudomonas aeruginosa enzyme. purified IMP-1, nitrocefin hydrolysis, epi-absorbance fluorescence. 290,000 tested, 0.45% active. inhibition, % at 5.6 µM;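 active = inhibition above the mean plus 3 SD of all compounds in the same screening run, cut at about 4.5% in these data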;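 note: 0% = IMP-1 with DMSO and 100% = DMSO wells lacking enzyme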
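Assay system: purified IMP-1; Quantity: IMP-1 0.2 nM before substrate addition; Medium: HEPES buffer pH 7.1 with ZnSO4 and Brij 35; Incubation: 15 min enzyme–compound preincubation, then 25 min nitrocefin reaction, 25 °C; Signal: fluorescence quenching readout, ex 480/em 530 nm; Controls: DMSO with and without IMP-1; Repeats: singlicate testing.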
VIM-2 inhibitor: VIM-2 metallo-beta-lactamase inhibitors, primary screen, biochemical, epi-absorbance readout, Pseudomonas aeruginosa enzyme; purified VIM-2, nitrocefin hydrolysis, epi-absorbance fluorescence; inhibition, % at 5.6 µM; 290,000 tested, 0.89% active; AID 1527, 2009;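 active = inhibition above the mean of all tested compounds plus 3 SD, cutoff set per screening run, cut at about 7.5% in these data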;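 note: red hydrolysis product quenches plate fluorescence so inhibitors raise well fluorescence; 0% = enzyme with DMSO and 100% = DMSO without enzyme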
PHOSPHO1 inh: PubChem AID 1565. 290,000 tested, 1.1% active. recombinant PHOSPHO1, absorbance phosphatase assay. inhibition, % at 13.3 µM. Phosphoethanolamine/phosphocholine phosphatase (Homo sapiens), Q8TCT1; in the data active = inhibition above about 60%
V1aR counter: agonists of human V1a receptor, primary screen, counter-screen for OXTR agonist project, fluorescence, CHO-V1R cells; Vasopressin V1a receptor (Homo sapiens), P37288; Fluo-8 calcium fluorescence, agonist mode; 0% DMSO, 100% 3 nM vasopressin; activation, % at 3 µM; 320,000 tested, 0.25% active; AID 2797, 2010;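 active = activation above the mean activation of all tested compounds plus 3 SD, per screening run, cut at about 20% in these data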;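 note: signal is peak over basal fluorescence ratio across a 100 second FLIPR read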
Target sequence (P37288 whole entry, looked up): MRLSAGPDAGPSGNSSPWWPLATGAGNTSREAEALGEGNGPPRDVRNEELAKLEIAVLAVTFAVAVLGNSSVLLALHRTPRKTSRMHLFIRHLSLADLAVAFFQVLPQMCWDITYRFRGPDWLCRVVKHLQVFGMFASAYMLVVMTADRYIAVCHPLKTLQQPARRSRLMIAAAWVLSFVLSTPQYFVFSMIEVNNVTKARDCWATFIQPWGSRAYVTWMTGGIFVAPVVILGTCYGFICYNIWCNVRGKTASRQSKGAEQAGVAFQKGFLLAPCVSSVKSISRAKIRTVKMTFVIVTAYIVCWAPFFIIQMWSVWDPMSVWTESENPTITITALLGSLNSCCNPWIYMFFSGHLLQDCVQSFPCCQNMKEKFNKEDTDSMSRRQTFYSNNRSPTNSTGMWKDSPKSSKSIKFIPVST
DNA FID counter: compounds displacing fluorescent DNA intercalator, primary screen, artefact control for HCV NS3 helicase inhibitor project, biochemical, FID fluorescence. DNA fluorescent intercalator displacement. inhibition, % at 7.9 µM. 290,000 tested, 0.17% active. AID 1845, 2009; in the data active = inhibition above about 37%;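 note: 0% = vehicle and 100% = reference compound; higher means more ethidium bromide displaced from hairpin DNA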
* hit, by the source's call; . = not tested or not shown.

mol	GPR7 antag	OXTR agonist	GalR3 antag	HCV NS3 hel inh	IMP-1 inh	VIM-2 inhibitor	PHOSPHO1 inh	V1aR counter	DNA FID counter
O=C(OC1CCOC1=O)c1ccc(N2CCCC2)c([N+](=O)[O-])c1 (stereo unspecified)	3	1.6	20*	2	-2.1	0.8	22	1.3	3
O=C(N/N=C/c1c(Cl)[nH]c2ccccc12)c1sc2ccccc2c1Cl	0	-1.7	-5	-11	0.0	-4.7	2	0.8	5
C/C(=N/N=C(/C)c1cccs1)c1cccs1	25	-1.7	0	3	0.0	3.1	39	-1.0	-1
CCc1ccc2c(c1)C(O)(CC(=O)c1cccs1)C(=O)N2 (stereo unspecified)	-13	0.9	-1	-3	-1.4	-3.7	34	0.5	-4
O=C1NC(c2ccccc2)Nc2c1sc(=S)n2-c1ccccc1 (stereo unspecified)	10	-0.1	-1	-15	-1.1	-1.7	-20	1.1	-2
Cc1ccc(NC(=O)CCCc2ccccc2)c([N+](=O)[O-])c1	-10	.	-3	4	-1.9	-0.8	41	.	-8
O=C1c2ccccc2C(=O)c2c1ncn2-c1ccccc1	-7	-1.9	-1	2	-0.8	-1.2	3	-0.4	7
Cc1cc(C)cc(OCC(=O)OCc2nnc(-c3ccccc3)o2)c1	-8	-2.6	-8	-3	-2.8	-2.1	14	-0.5	-17
Cc1ccc(C(=O)Nc2nnc(-c3ccncc3)o2)cc1	-12	-0.1	-2	2	-3.6	-3.3	17	0.3	-6
Fc1ccc(N/N=C/C=C/c2ccccc2)c(F)c1	9	-0.9	-4	-2	-1.6	0.3	4	-0.6	2
O=C(OCn1nnc2ccccc2c1=O)C1CCN(S(=O)(=O)c2cccs2)CC1	-10	3.5	-4	-12	0.3	0.2	-13	3.7	-2
O=C(/C=C/c1ccccc1)NCCc1ccccc1	.	-0.8	-3	.	.	.	18	-1.0	.
CCOC(=O)c1nn(-c2ccccc2F)c(-c2ccccc2)c1C(=O)c1ccccc1	-5	-2.1	-2	-10	-2.9	-2.0	-1	-0.6	-7
CCCCCCCNC(=O)CN1N=C(c2ccc(C)cc2)CCC1=O	-15	-2.3	-11	-4	-1.2	-4.2	27	-1.3	-28
CCOc1ccc(-n2c(SCc3ccc(C(=O)OC)o3)nc3c(c2=O)SCC3)cc1	-1	-0.6	-2	0	-1.6	0.6	2	1.0	-7

(list continues)
mol	GPR7 antag	OXTR agonist	GalR3 antag	HCV NS3 hel inh	IMP-1 inh	VIM-2 inhibitor	PHOSPHO1 inh	V1aR counter	DNA FID counter
CCOC(=O)Nc1sc(C)c(C)c1C(=O)OCC	-7	-1.5	-5	-3	-4.2	-1.0	-7	-0.8	-2
NC(=O)COc1ccc(NC(=O)CC23CC4CC(CC(C4)C2)C3)cc1	-11	1.4	-11	-5	-2.1	-2.2	3	2.1	-24
O=C(Oc1ccc(=O)n(-c2ccccc2)n1)c1ccc(Cl)cc1	-5	1.1	-1	3	-1.9	-1.5	24	1.8	0
CCN(Cc1ccccc1)C(=O)c1ccc(Cl)cc1[N+](=O)[O-]	-10	-1.5	-5	0	-3.5	-1.6	42	-1.1	0
CCN(CC)c1ccc(NC(=O)c2[nH]c(C)c(C(C)=O)c2C)c(C)c1	-5	2.3	0	-8	-3.8	0.5	44	2.0	-1
C[C@@H]1CC2[C@@H]3CC[C@H]4CC(=O)CC[C@]4(C)C3=CC[C@]2(C)[C@@]1(O)C(=O)CO (stereo partly specified)	-2	2.7	0	-2	-3.2	1.1	11	4.4	-31
COc1ccc(N=C2NN=C(c3c(C)[nH]c4ccccc34)CS2)cc1	8	0.1	-4	-11	-3.5	-5.1	-12	1.1	-2
CC(=O)C1C(c2ccc([N+](=O)[O-])cc2)c2c(noc2C)CC1(C)O (stereo unspecified)	-18	-0.2	-4	3	-2.5	-1.6	33	5.8	-1
COCC(=O)N(Cc1nc2ccccc2c(=O)[nH]1)Cc1cccs1	5	-0.9	-1	0	-1.8	-2.5	-28	-0.1	-7
CC(C)(O)CNC(=O)C(Cc1ccccc1)N1C(=O)c2ccccc2C1=O (stereo unspecified)	7	0.3	-12	1	-1.4	-1.5	15	1.4	-9
COc1ccccc1C1CC(c2ccco2)=NN1S(C)(=O)=O (stereo unspecified)	2	-1.1	-3	0	-0.8	-1.8	15	0.2	4
CNC(=S)NNc1ccccc1[N+](=O)[O-]	10	1.4	-4	6	-0.9	1.7	-62	1.0	0
O=C(c1ccc(F)cc1)n1ccc(-c2cnc(-c3ccccc3)s2)n1	-2	0.7	0	-1	-0.6	-1.2	-9	1.8	-4
COc1ccc(S(=O)(=O)N2CCCC(C(=O)Nc3ccc(OC)c(OC)c3)C2)cc1 (stereo unspecified)	-12	2.0	-4	-5	-2.9	-2.7	16	4.6	-16
Nc1cnc(CNc2ccccc2Cl)cn1	.	4.4	-4	.	.	.	35	1.6	.

3 compounds from above, ordered by SMILES length, largest number first.
mol	GPR7 antag	OXTR agonist	GalR3 antag	HCV NS3 hel inh	IMP-1 inh	VIM-2 inhibitor	PHOSPHO1 inh	V1aR counter	DNA FID counter
COc1ccc(N=C2NN=C(c3c(C)[nH]c4ccccc34)CS2)cc1	8	0.1	-4	-11	-3.5	-5.1	-12	1.1	-2
COc1ccccc1C1CC(c2ccco2)=NN1S(C)(=O)=O (stereo unspecified)	2	-1.1	-3	0	-0.8	-1.8	15	0.2	4
Nc1cnc(CNc2ccccc2Cl)cn1	.	4.4	-4	.	.	.	35	1.6	.

Next part
mol	GPR7 antag	OXTR agonist	GalR3 antag	HCV NS3 hel inh	IMP-1 inh	VIM-2 inhibitor	PHOSPHO1 inh	V1aR counter	DNA FID counter
CN(C(=O)c1ccc(Br)o1)C1CCS(=O)(=O)C1 (stereo unspecified)	-4	1.1	-7	5	0.9	-2.7	40	2.7	-4
O=C(NCc1ccccn1)C(=O)NCC1OCCN1S(=O)(=O)c1ccc(F)cc1 (stereo unspecified)	-9	-0.1	1	12	-3.4	-1.1	43	-1.1	-8
CCOC(=O)N1CCN(S(=O)(=O)c2cccs2)CC1	-6	-0.1	0	2	-2.4	-0.2	16	0.6	0
CC(C)(C)CNc1cc(N2CCCC2)ccc1[N+](=O)[O-]	-7	-1.7	.	0	-2.0	-2.2	13	-1.0	3
CC(C)c1ccc(CNC(=O)C2CC(=O)N(C3CCCCC3)C2)cc1 (stereo unspecified)	-3	-2.1	4	-2	-3.0	1.2	33	3.1	-39
O=C1C=C(O)CC(c2ccc(Cl)c(Cl)c2)C1 (stereo unspecified)	-4	0.8	-4	4	-1.6	0.8	3	-0.3	-2
COc1ccccc1NC(=O)NC1(C(=O)NCC2CCCO2)CCCCC1 (stereo unspecified)	-3	0.3	-10	0	-2.5	-4.8	22	5.0	-11
CCCn1c(N)c(N(CCOC)C(=O)c2ccc(C#N)cc2)c(=O)[nH]c1=O	-10	1.0	-8	4	-1.0	-0.2	37	0.4	-1
CC(=O)Nc1ccc(NC(=O)c2c(C)nc3ccccn23)cc1	-8	-0.4	-2	-3	-1.3	-1.8	-18	0.2	5
Cc1nnc(SCC(=O)Nc2sc3c(c2C#N)CCCCC3)n1N	-3	0.1	-2	9	-3.9	-3.6	61*	1.1	-8
COc1cc(NC(=O)CSc2nnc3ccc(-c4ccncc4)nn23)cc(OC)c1	-13	-0.1	-3	9	-3.6	-1.1	-3	1.3	-4
O=C1CSc2ccc(C(=O)NCC(c3ccco3)N3CCCCC3)cc2N1 (stereo unspecified)	4	1.2	-5	3	-1.0	0.7	-1	0.9	0
C=CCNC(=O)NC(=O)COC(=O)/C=C/c1cccc([N+](=O)[O-])c1	-11	0.1	0	2	-3.3	-1.7	28	-0.5	1
COc1ccc(C(=O)Nc2cccc(OC(=O)c3ccc(C)c(C)c3)c2)cc1	7	0.1	-3	-8	-2.2	0.8	6	1.7	-4
Cc1cc(C(=O)Nc2cccc(/C=C/C(=O)O)c2)c(C)o1	-3	0.6	46*	12	0.2	2.1	2	0.5	-3

The list continues:
mol	GPR7 antag	OXTR agonist	GalR3 antag	HCV NS3 hel inh	IMP-1 inh	VIM-2 inhibitor	PHOSPHO1 inh	V1aR counter	DNA FID counter
CCN(CC)S(=O)(=O)c1ccc(NC(=O)c2ccc(Cl)nc2)cc1	-13	3.6	-1	-8	-0.6	-1.8	-1	7.5	-12
Cc1cc(Cl)ccc1C(=O)C1CCCN(C(=O)c2ccsc2)C1 (stereo unspecified)	0	0.7	-2	-8	-1.5	0.0	35	4.8	-39
COc1ccc(-n2c(COc3ccc(C)cc3)nnc2SCc2ccc(C#N)cc2)cc1	-2	2.6	-3	-14	-1.8	-3.8	73*	2.1	-30
Cc1cc(-c2n[nH]c(=S)n2/N=C/c2ccco2)n[nH]1	-10	1.3	-6	0	-2.8	-4.6	-60	0.7	-6
O=C(NC1CCSc2ccccc21)c1ccccc1F (stereo unspecified)	12	-1.6	-4	18	-2.0	1.0	48	0.3	-11
CCOC(=O)Cc1nnc(NC(=O)CSc2ncc(-c3ccccc3)nn2)s1	-4	1.1	-9	8	-0.1	1.2	7	0.9	-14
Cc1cc(C)c2nc(N3CCN(C)CC3)c(C#N)cc2c1	-9	0.4	-2	-4	-1.0	2.2	9	0.1	3
S=c1[nH]nc(CCSCc2ccccc2)n1-c1ccccc1	9	2.1	0	0	-3.9	-1.6	-20	-0.6	-24
CCC(CC)c1nnc(NC(=O)c2cc(-c3ccccc3)nc3ccccc23)s1	-10	-0.8	-10	7	0.3	1.0	-14	0.5	-2
Cc1cccc(NC(=O)CN2C(=O)C(C)Oc3ccccc32)n1 (stereo unspecified)	3	-0.6	-5	-2	-3.2	-2.5	4	-0.5	-6
Cc1ccc(C(=O)c2cc([N+](=O)[O-])ccc2N2CCOCC2)cc1C	-2	-2.7	-5	4	-1.1	-0.4	1	-0.1	1
CC(C)(C)OC(=O)N1Cc2ccccc2C[C@H]1C(=O)NC1CCCC1	-8	.	-6	-6	-1.4	-0.6	32	.	-21
Cc1ccc(C(=O)O/N=C(\N)c2ccc(C(F)(F)F)cn2)cc1	-8	0.1	-10	-3	-2.2	-3.0	29	0.5	-10
CCOC(=O)C1=C(CN2CCOCC2)NC(=O)NC1c1cccc([N+](=O)[O-])c1 (stereo unspecified)	-4	1.3	-5	-3	-3.3	-3.0	41	-0.5	-10
O=S(=O)(NCc1cccnc1)c1ccc(Cl)c2ccccc12	4	4.1	-8	-7	0.4	1.1	16	4.5	-17
CC(=O)c1ccc(NC(=S)NCCCn2ccnc2)cc1	-8	-0.6	4	-1	-3.0	-1.8	53	-1.0	0

Screening data (PubChem BioAssay)
